# TRPV1 ag = agonists of human vanilloid receptor 1 (TRPV1); Q8NER1; TRPV1-expressing cells, Fluo-8 calcium influx, agonist mode; AID 540275; hit rate 0.19% among 320,000; activation, % at 8.33 µM; in the data active means activation above about 80%; inconclusive means between about 30% and that limit; further: 0% is about no effect
#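 Fluo-8 calcium influx in TRPV1-expressing cells, kinetic read (ex 480/em 520 nm). Compound added and read 3 min for agonist activity, followed by capsaicin at EC20 final and 2 min further read for enhancement.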
# p53 reactivation = mutant p53 re-activation in reporter cells. H1299 p53-A138V BP100-luciferase reporter, luminescence, 24 h. Potency, µM (series often up to 92.2 µM), for inactives: top-dose activity change, positive = activation, actives largely listed as activators. hit rate 0.063% among 320,000. AID 504706; further: potency means the concentration at half of the fitted maximal effect; % of control where 0% means no effect; nearly all actives have a fitted effect of over 45% in size
#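 H1299 (p53-null), stable ts p53-A138V + BP100-Luc; 1000 cells/well, Opti-MEM/10% FBS; cpd 4 pt, 1:5; 24 h, 37 deg C, 5% CO2; detection reagent 10 min RT; luminescence.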
# TCR act = T cell receptor activation. primary human leukocytes, anti-CD3, IL-2 HTRF, 48 h. Potency, µM (doses to about 9.22 µM), without a hit: at the top dose activation of IL-2 secretion, most hits filed as activators. 330,000 tested, under 10 active. AID 504894; further: % of control where 0% means no effect
#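 48 hr co-incubation of compounds, a-CD3 beads and primary human leukocytes; IL-2 quantified homogeneously by HTRF with anti-IL-2 K and d2 conjugates.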
# PTAP TSG101 blk = blocks PTAP/TSG101 interaction to inhibit HIV-1 budding; Q99816; Fluorescence polarization, FITC-PTAP peptide / Tsg101 binding; Potency, µM (doses to about 115 µM), for the others: at the top dose activity change, negative = inhibition, hits mostly inhibitors; 340,000 tested, under 10 active; active means well fitted inhibition curve with a large enough effect in the main read-out, with a control signal flat, not every such curve was filed as active; inconclusive means small, poorly fitted or top-dose-only effect, or effect the other way, or a change in a side signal; inactive means no such curve, though single readings can be large or run the other way; further: potency means the concentration at half of the fitted maximal effect; % of control where 0% means no effect
# Target sequence (Q99816 whole entry, looked up): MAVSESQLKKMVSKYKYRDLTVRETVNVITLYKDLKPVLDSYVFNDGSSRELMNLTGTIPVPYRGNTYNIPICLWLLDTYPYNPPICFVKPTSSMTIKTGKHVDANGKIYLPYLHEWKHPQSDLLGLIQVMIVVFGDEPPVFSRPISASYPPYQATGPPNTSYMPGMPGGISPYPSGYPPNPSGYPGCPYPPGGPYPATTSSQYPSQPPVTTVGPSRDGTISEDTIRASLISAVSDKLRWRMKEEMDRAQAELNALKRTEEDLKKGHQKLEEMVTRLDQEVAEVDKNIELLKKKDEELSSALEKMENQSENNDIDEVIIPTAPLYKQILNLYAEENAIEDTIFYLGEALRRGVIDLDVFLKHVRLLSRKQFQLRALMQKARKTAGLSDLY
#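 FP read-out: FITC-PTAP peptide, 50 nM final, binding Tsg101 binding domain, 10 uM final; 20 min, r.t.; 10 mM HEPES pH 7.5, 0.15 M NaCl, 0.01% Tween 20, 3 mM EDTA, 0.1 mM TCEP.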
# ELG1 DNA repair = inhibitors of ELG1-dependent DNA repair in HEK293T cells; HEK293T ELG1-luciferase reporter, luminescence, 16 h; DNA damage induced by 5-fluorouridine; Potency, µM (top dose mostly 46.1 µM), for the others: top-dose activity change, negative = inhibition, hits mostly inhibitors; hit rate 2.3% among 330,000; AID 504467; further: potency means the concentration at half of the fitted maximal effect; on the % scale 0 is the no-effect control and ±100 the full control effect; nearly all actives have a fitted effect of over 55% in size
#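 DMSO vehicle served as the neutral condition. Each well held 2,000 cells given 5-fluorouridine plus compound; after 16 hr at 37 °C/5% CO2, ONE-Glo was added and luciferase measured 30 min later.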
# A-T KAP1 phos = potential ataxia-telangiectasia treatments restoring KAP-1 phosphorylation; Potency, µM (highest dose often 57.5 µM), for inactives: at the highest dose activation, actives largely listed as activators; hit rate 0.19% among 320,000; […] A-T fibroblasts, KAP-1 phosphorylation AlphaLISA; neocarzinostatin DNA damage 30 min before lysis; further: potency means the concentration at half of the fitted maximal effect; % of control where 0% means no effect; nearly all actives have a fitted effect of over 45% in size
#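 ATM-like activity read as KAP-1 phosphorylation via AlphaLISA donor/acceptor antibody pairs after lysis and 6 hr at 25C. Cells were ATM-null patient fibroblasts ([…], hTERT), dosed 60 min, then exposed to the DSB inducer NCS for 30 min.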
# BRCA1 expr act = increases BRCA1 expression | AID 624202 | hit rate 1.1% among 380,000 | MCF7-BRCA1-FFLuc reporter, luminescence, 48 h; response scale: scaled: vehicle 0%, 10 µM genistein 100% | Potency, µM (doses to about 46.1 µM), for inactives: top-dose activation, usual class: activators; further: potency means the concentration at half of the fitted maximal effect; nearly all actives have a fitted effect of over 80% in size; some results filed as inactive show a strong effect at the top dose
#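 Activators of BRCA1 expression were detected as increased firefly luciferase luminescence in engineered MCF7 cells after 48 h compound incubation. Signals were scaled to genistein 10 microM as full activation.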
# MLL CXXC-DNA inh = blocks binding of human MLL CXXC domain to DNA | MLL-CXXC / FITC-HOXA9 DNA fluorescence polarization | hit rate 0.037% among 290,000 | Potency, µM (titrated, usually from 115 µM), for inactives: top-dose activity change, negative = inhibition, usual class: inhibitors; active means well fitted inhibition curve with a large enough effect in the polarisation, with a control signal flat, not every such curve was filed as active; inconclusive means small, poorly fitted or top-dose-only effect, or effect the other way, or a change in a side signal; inactive means no such curve, though single readings can be large or run the other way; the % refers to the polarisation; further: potency means the concentration at half of the fitted maximal effect
#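 Purified MLL-CXXC (added from a 7 uM solution) was preincubated 5 min at ambient with pinned compounds in 50 mM Tris-HCl pH 7.5, 50 mM NaCl, 1 mM DTT, 0.05% BSA. Fluorescein-labeled HOX-A9 DNA (50 nM solution) followed, 30 min, then polarization read.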
# B2AR arrestin = beta2AR (human) beta-arrestin recruitment activity. P07550. beta-arrestin recruitment to beta2AR, cell-based reporter. Potency, µM (top dose mostly 46.1 µM), inactives show at the highest dose activation, usual class: activators. hit rate 0.02% among 330,000. AID 492947;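 further: potency means the concentration at half of the fitted maximal effect; 0% = DMSO controls and full agonism = EC100 isoproterenol or metaproterenol; nearly all actives have a fitted effect of over 65% in size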
# Target sequence (P07550 whole entry, looked up): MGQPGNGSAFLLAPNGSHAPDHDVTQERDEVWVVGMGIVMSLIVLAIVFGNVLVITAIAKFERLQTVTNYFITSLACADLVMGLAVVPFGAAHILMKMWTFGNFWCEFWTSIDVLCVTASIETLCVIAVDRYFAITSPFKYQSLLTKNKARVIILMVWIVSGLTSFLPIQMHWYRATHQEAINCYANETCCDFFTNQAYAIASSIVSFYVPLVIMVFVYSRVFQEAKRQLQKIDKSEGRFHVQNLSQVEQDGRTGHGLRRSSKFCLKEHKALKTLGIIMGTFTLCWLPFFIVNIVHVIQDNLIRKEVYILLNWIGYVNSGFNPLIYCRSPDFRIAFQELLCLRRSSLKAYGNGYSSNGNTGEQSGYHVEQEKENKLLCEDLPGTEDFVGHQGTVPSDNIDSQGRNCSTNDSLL
# a7 integrin act = activators of alpha7 integrin expression for muscular dystrophy | alpha7betagal myoblasts, beta-gal FDG fluorescence, 48 h | Potency, µM (highest dose often 38.3 µM), without a hit: top-dose activation, usual class: activators | hit rate 0.064% among 350,000 | AID 624291;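 further: potency means the concentration at half of the fitted maximal effect; 100% = response of the positive control SU9516; nearly all actives have a fitted effect of over 60% in size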
#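 Alpha7betagal+/- myoblasts (passage 13) were plated 16-24 hr, then exposed to compounds (1:260 dilution of DMSO stock) for 48 hours at 37C. After MPER lysis, β-galactosidase reporter activity was read as FDG fluorescence (ex 480/em 540) after 30 minutes.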
# * = called active by the depositor; ? = inconclusive; nt = not tested or not shown; [ ] = dose if it differs, or a comment. Unless noted, the call rests on the fitted dose curve; in most records, active means well fitted curve in the direction sought with a large enough effect; inconclusive means small, poorly fitted or top-dose-only effect, or another doubt; inactive means no such curve, though single readings can be large; an effect the other way counts as inactive or inconclusive.
Structure	TRPV1 ag	p53 reactivation	TCR act	PTAP TSG101 blk	ELG1 DNA repair	A-T KAP1 phos	BRCA1 expr act	MLL CXXC-DNA inh	B2AR arrestin	a7 integrin act
CC(C)C(c1nnnn1CC1CCCO1)N1CCN(C2CCCC2)CC1 (stereo unspecified)	-3	0%	-1%	-8%	1%	6%	-28%	-6%	-3.1%	7%
COc1cccc(-c2csc(N3CCN(C(=S)Nc4cccc(C)c4)CC3)n2)c1	4	11%	4%	-1%	?	-6%	-1%	12%	-1.2%	-16%
N/C(=N\OC(=O)COc1ccccc1)c1ccncc1	11	11%	-2%	0%	?	15%	13µM*	-2%	0.3%	17%
CCN(CC)c1ccc(C(=O)NNC(=O)c2ccc3c(=O)n4c(nc3c2)CCC4)cc1	4	4%	-13%	-2%	14%	-3%	-8%	nt	0.1%	0%
COC(=O)c1cc(S(=O)(=O)NCCc2ccc(SC)cc2)c[nH]1	-1	2%	-9%	-2%	-16%	6%	13%	-11%	0.1%	-3%
N=c1oc2ccc3ccccc3c2cc1-c1nnc2n1CCCCC2	0	-2%	-12%	-8%	12%	6%	25%	1%	-0.3%	-4%
O=C(NNC(=O)c1cc2cc3ccccc3nc2s1)c1cccc(C(F)(F)F)c1	nt	6%	4%	-8%	5%	5%	2%	5%	-0.4%	7%
CS(=O)(=O)N(CC(=O)N1CCN(c2ccccc2)CC1)c1cccc(Br)c1	6	-7%	1%	-5%	-16%	10%	-15%	0%	-0.4%	-24%
COc1ccc(NC(=O)N/C=C/c2ccccc2)cc1	10	27%	8%	-8%	?	1%	?	-2%	0.3%	20%
CC1=C(C(N)=O)C(c2ccncc2)n2nc(-c3ccccc3Cl)nc2N1 (stereo unspecified)	0	-10%	-5%[46.1 µM]	-3%	17%	-5%	0%	10%	-0.1%	-2%
CCNC(=O)c1ccc(NC(=O)CC2SC(N3CCCC3)=NC2=O)cc1 (stereo unspecified)	3	-1%	-8%	0%	9%	4%	0%	nt	-0.5%	13%
CCN(C(=O)Cn1c(=O)oc2cc(S(=O)(=O)N3CCCC3)ccc21)c1ccc(OC)cc1	-2	nt	1%	-1%	?	-1%	3%	-1%	-0.3%	3%
Cc1[nH]n(-c2ccccc2)c(=O)c1C=Nc1cccc(F)c1	-4	4%	-8%	-5%	-11%	5%	0%	-19%	-0.6%	19%
O=C(CCNC(=O)c1ccccc1Cl)N/N=C\c1ccc(O)cc1	-2	-1%	-216%	2%	1%	3%	-10%	2%	-0.6%	?
Cc1nc2cc(NCc3nc4ccccc4n3Cc3ccccc3)ccc2n1C	-2	?	-8%	1%	?	-3%	?	-3%	0.5%	-4%
O=[N+]([O-])c1ccc(N/N=C/c2ccccc2)cc1	nt	?	11%	-7%	?	3%	-1%	12%	-0.1%	24%
Cc1cc(NC(=O)CSc2nc(C)c(C)n2CC(C)C)no1	nt	11%	1%	-2%	-7%	7%	-18%	nt	-0.5%	22%
Cc1cccc(C(=O)Nc2ccccc2C(=O)OCC(=O)Nc2ccc(C#N)cc2)c1	25	?	0%[46.1 µM]	0%	?	-2%	57%	23%	0.2%	-2%
COc1ccc(C(C(=O)NC2CCCC2)N(CCCO)C(=O)Cn2nnc(-c3ccc(C)o3)n2)cc1 (stereo unspecified)	-2	-6%	0%	1%	9%	-14%	-11%	2%	-1.0%	-2%
Cc1ccc(S(=O)(=O)CC(=O)Nc2ccc(S(=O)(=O)Nc3onc(C)c3C)cc2)cc1	1	3%	2%	-1%	7%	-3%	-1%	7%	-0.2%	9%

# Overlap with the part before: 2 entries; new compounds follow.
Structure	TRPV1 ag	p53 reactivation	TCR act	PTAP TSG101 blk	ELG1 DNA repair	A-T KAP1 phos	BRCA1 expr act	MLL CXXC-DNA inh	B2AR arrestin	a7 integrin act
COc1ccc(C(C(=O)NC2CCCC2)N(CCCO)C(=O)Cn2nnc(-c3ccc(C)o3)n2)cc1 (stereo unspecified)	-2	-6%	0%	1%	9%	-14%	-11%	2%	-1.0%	-2%
Cc1ccc(S(=O)(=O)CC(=O)Nc2ccc(S(=O)(=O)Nc3onc(C)c3C)cc2)cc1	1	3%	2%	-1%	7%	-3%	-1%	7%	-0.2%	9%
Cc1cccc(C)c1-c1ccc(CN2C(CC(C)C)C(=O)N(Cc3cn(CC4CCCCC4)nn3)CCS2(=O)=O)cc1 (stereo unspecified)	nt	nt	-10%	-4%	nt	nt	-71%	nt	nt	-30%
CCN1CCN(S(=O)(=O)c2ccc(OC)c(NC(=O)c3ccccc3)c2)CC1	0	nt	-4%	nt	-7%	0%	-6%	-5%	0.4%	1%
CCCCSc1nc(O)c(C2OC(=O)c3c2ccc(OC)c3OC)c(=O)n1-c1ccccc1 (stereo unspecified)	2	-1%	0%	-7%	6%	nt	15%	?	-0.5%	-1%
Cc1cc(C)cc(NC(=O)COC(=O)c2ccc3c(c2)OCCO3)c1	-1	-1%	5%	-7%	0%	-3%	-3%	nt	-0.7%	-2%
Cc1ccc(Nc2cc(=O)[nH]c(=O)[nH]2)cc1Cl	0	-1%	-7%	-7%	8%	-2%	-11%	7%	0.1%	10%
OCC(CO)c1cnnc2ccccc12	nt	nt	-3%	1%	nt	nt	-13%	nt	nt	13%
COC(=O)C1=C(C)NC(=O)/C1=C\c1cc(C)n(-c2ccccc2C)c1C	18	1%	1%	-2%	21µM*	-1%	-24%	6%	5.4%	-3%
CSc1nnnc2ccccc12	nt	nt	2%	1%	nt	nt	21%	nt	nt	-32%
Cc1cc(C)nc(-n2nc(C)cc2NC(=O)CN2CCc3ccccc3C2)n1	?	1%	12%	-16%	3.7µM*	-7%	-11%	8%	-0.3%	-16%
O=[N+]([O-])c1ccc(CNc2cccc(F)c2)s1	-1	?	nt	-2%	-24%	-6%	-23%	-20%	0.2%	0%
CCn1ccnc1CN1CCCC(CO)(Cc2cccc(OC)c2)C1 (stereo unspecified)	1	9%	2%	0%	-8%	1%	-20%	1%	0.0%	-40%
Cc1cc(Nc2cccc(Cl)n2)n(-c2ccccc2)n1	-1	-10%	-1%[46.1 µM]	-5%	-11%	4%	-17%	-5%	-0.1%	3%
COCCOC1CCN(C(=O)c2cc(COc3ccc(F)cc3F)on2)CC1	11	-5%	-6%	nt	12%	3%	-16%	-4%	-0.3%	12%
COc1ccc(-c2ccc(CCC(=O)O)n2CC(=O)Nc2cccc(OC)c2)cc1	0	-1%	-5%	-1%	16%	1%	0%	22%	0.2%	0%
Cc1cccc(OCC(=O)NCC(=O)N/N=C/c2c(C)[nH]c3ccccc23)c1	-4	-4%	-1%	-6%	?	1%	-19%	11%	-0.1%	-17%
CCOc1ccc(OCC)c(NS(=O)(=O)c2cccc3nsnc23)c1	10	-3%	3%	-8%	-5%	1%	-5%	9%	0.0%	25%
COc1ccc(OC)c(Nc2cc(C)nc3ccccc23)c1	1	-3%	3%	-5%	21µM*	11%	-81%	12%	-0.2%	-45%
Cc1ccc(N2CC(c3nc4ccccc4n3C)CC2=O)cc1C (stereo unspecified)	4	8%	-2%	-1%	-2%	4%	-2%	1%	-0.1%	-14%
CC(NC(=O)CCc1ccccc1)c1cc2c(cc1Cl)OCCO2 (stereo unspecified)	1	-6%	-3%[46.1 µM]	2%	-24%	3%	-64%	-2%	-0.1%	34%
O=C(Nc1ccc(F)c(Cl)c1)C1CC(=O)N(Cc2ccccc2)C1 (stereo unspecified)	nt	nt	3%	-1%	nt	nt	-9%	nt	nt	5%
CC(=O)Nc1ccccc1OCC(=O)c1ccc2c(c1)OCO2	-3	?	0%	-3%	?	7%	88%	-9%	0.4%	0%
S=C(Nc1ccc(Cl)cc1Cl)NC1CCCCC1	?	0%	-2%	-3%	?	2%	?	0%	0.5%	-32%
COc1c(Br)cc(Br)cc1C(=O)Nc1ccccc1N1CCCC1	0	3%	0%	4%	7%	-2%	-33%	6%	0.5%	6%

# Screening data deposited in PubChem BioAssay by National Center for Advancing Translational Sciences (NCATS).
